Polio RdRp inh = poliovirus RdRp elongation inhibitors, primary screen, biochemical, fluorescence polarization, total intensity | actives 0.66% (n = 150,000) | % elongation, % (compound at 16.7 µg/mL) | poliovirus polymerase elongation; hits give low values; in the data active = % elongation below about 90%; also: some results filed as inactive read as strong as hits
Target sequence (P03300 1749-2209 limits assumed): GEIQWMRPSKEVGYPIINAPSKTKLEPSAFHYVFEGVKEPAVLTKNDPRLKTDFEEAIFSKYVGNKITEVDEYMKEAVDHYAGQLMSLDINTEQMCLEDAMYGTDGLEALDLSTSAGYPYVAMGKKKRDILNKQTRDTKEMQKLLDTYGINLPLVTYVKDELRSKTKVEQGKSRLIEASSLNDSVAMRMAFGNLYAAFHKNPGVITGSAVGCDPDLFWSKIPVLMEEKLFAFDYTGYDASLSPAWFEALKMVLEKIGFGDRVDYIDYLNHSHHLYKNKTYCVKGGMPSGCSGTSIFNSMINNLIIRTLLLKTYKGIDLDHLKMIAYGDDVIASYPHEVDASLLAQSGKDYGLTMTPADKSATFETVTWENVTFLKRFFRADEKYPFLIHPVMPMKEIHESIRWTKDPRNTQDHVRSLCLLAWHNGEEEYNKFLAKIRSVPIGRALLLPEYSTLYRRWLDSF
Polio RdRp inh FP z-score = second read-out of Polio RdRp inh, no call of its own (marks repeat the call); z-score; measured here: FP z-score; hits read low
* = called active by the depositor; & = joins results of further samples.

structure,Polio RdRp inh,Polio RdRp inh FP z-score
Nc1c(-c2nc(-c3ccc(F)cc3)cs2)c2ccccn2c1C(=O)c1ccc2c(c1)OCO2,112.0,0.9
N#Cc1ccc(CC(C#N)(Cc2ccc(C#N)cc2)c2nnc3n2CCCCC3)cc1,102.0,0
COc1ccc(Cl)cc1Nc1nc(N)nc(CC(=O)CSc2nc3ccccc3s2)n1,102.0,0.3
Cc1nnc(N2CCCC(C(=O)NCCN(C)C)C2)c2nn(-c3ccccc3)c(C)c12 (stereo not given),103.0,-0.4
O=C(O)C1C2C=CC(O2)C1C(=O)Nc1nc(-c2ccccc2)cs1 (stereo not given),105.0,0.9
O=C(c1ccc2c(c1)N(Cc1ccc(F)cc1Cl)C(=O)c1ccccc1S2)N1CCC2(CC1)OCCO2,111.0,0
CCN(CC)C(=O)c1ccc(NC(=O)c2ccc(-c3nn(C)c(=O)c4ccccc34)cc2)cc1,105.0,0.4
Cc1ccc(C)c(NC(=O)CN(C)c2ncccn2)c1,96.0,-0.5
O=C(Oc1ccccc1OC(=O)c1ccccc1)c1ccccc1,102.0,0.1
O=C(NCCCN1CCN(c2ccccc2)CC1)c1ccc2nc(Cc3ccccc3)oc2c1,97.0,-2.2
O=C(Nc1n[nH]c(C(F)(F)F)n1)c1cccs1,100.0,-0.5
Cc1cccc(Cn2c(CN3CCC(C(=O)NC(C)C)CC3)cc3ccccc32)c1,115.0,1.9
C=CCN(C(=O)c1noc2c1CCCC2)c1ccccc1,105.0,0.5
CCC1CCCCN1C(=O)CSc1nc2ncccc2o1 (stereo not given),102.0,0.4
COc1ccc(CNS(=O)(=O)c2cc3c(cc2Cl)N(C(C)=O)CCO3)cc1,105.0,-0.1
O=C(NCc1ccccc1Cl)c1ccc(NC(=O)N2CCSc3ncccc32)cc1,106.0,0
CC(C)(C)C1CCc2c(sc(NC(=O)CSc3nnc(-c4ccncc4)o3)c2C#N)C1 (stereo not given),105.0,0.4
CCOc1cc(C2c3c(-c4ccc(Br)cc4)n[nH]c3C(=O)N2c2ccc(Cl)cc2)ccc1O (stereo not given),111.0,0.9
CCCSCCCNC(=O)CN1C(=O)COc2ccc(S(=O)(=O)N3CCCC3)cc21,107.0,0.7
Cc1ccccc1C(=O)NCC(=O)O,98.0,-0.5
CN(CCC#N)S(=O)(=O)c1cn(C)c(=O)n(C)c1=O,107.0,1.5
Cc1ccc(C)c(CNC(=O)c2ccc3c(c2)nc2n3CCCCC2)c1,109.0,0.2
COc1ccc(OC)c(CNC(=O)c2nn(C)c3c2CSc2ccccc2-3)c1,114.0,0.4
Oc1oc(-c2ccccc2)nc1C1=Nc2ccccc2CC1,104.0&96.0,0.2&-0.3

Some values from the results shown.
Polio RdRp inh FP z-score result of CCCSCCCNC(=O)CN1C(=O)COc2ccc(S(=O)(=O)N3CCCC3)cc21 → 0.7
Polio RdRp inh result of Cc1ccc(C)c(CNC(=O)c2ccc3c(c2)nc2n3CCCCC2)c1 → 109.0
Polio RdRp inh FP z-score result of CCC1CCCCN1C(=O)CSc1nc2ncccc2o1 (stereo not given) → 0.4
Polio RdRp inh FP z-score result of COc1ccc(OC)c(CNC(=O)c2nn(C)c3c2CSc2ccccc2-3)c1 → 0.4
Polio RdRp inh FP z-score result of Oc1oc(-c2ccccc2)nc1C1=Nc2ccccc2CC1 → 0.2&-0.3
Polio RdRp inh result of CN(CCC#N)S(=O)(=O)c1cn(C)c(=O)n(C)c1=O → 107.0

Continued.
structure,Polio RdRp inh,Polio RdRp inh FP z-score
O=C(NC(=S)NCC1COc2ccccc2O1)c1ccc(Cl)cc1 (stereo not given),102.0,-0.4
COc1ccc(CNc2nc3c(S(=O)(=O)c4ccccc4)nnn3c3ccc(Cl)cc23)cc1,102.0,-0.8
CCN(CC)C(=S)Sc1ncnc2sc3c(c12)CCCC3,104.0,0.5
CCN1Cc2cccc(C(=O)Nc3ccc(Br)cc3)c2C1=O,101.0,-0.6
CCOC(=O)c1cnc2ccc(OCC)cc2c1N1CCN(c2cccc(Cl)c2)CC1,109.0,1.1
CC1CC(C)CN(S(=O)(=O)c2ccc(F)c(C(=O)Nc3cccc(F)c3)c2)C1 (stereo not given),100.0,-0.7
O=C1NC(=O)C(=CN2CCN(S(=O)(=O)c3ccc(Cl)cc3)CC2)C(=O)N1,98.0,-0.5
O=C(c1cccs1)N(c1ccccc1)C1C=CS(=O)(=O)C1 (stereo not given),101.0,0.2
CCOc1ccc(CCNC(=O)Cn2ncn3c(cc4sc(C)cc43)c2=O)cc1OCC,108.0,0.5
CC(=O)N1CCc2cc(CNS(=O)(=O)c3ccc(C(C)(C)C)cc3)ccc21,104.0,-0.9
O=C(Nc1ccccc1Cl)C1CCN(c2nc3ccccc3[nH]2)CC1,104.0,-0.7
CC1CCN(c2oc(/C=C/c3ccc(F)cc3)nc2C#N)CC1,106.0,-0.5
CCO/C=N/c1c(C#N)c(CC#N)nn1-c1ccccc1,100.0,-0.1
Cc1ccc(Cl)cc1N1CCN(C(=O)C2CCN(S(=O)(=O)c3cn(C)cn3)CC2)CC1,106.0,-0.1
CCOCCc1nn2c(=O)cc(COC(=O)c3ccc(NC(=O)c4cccs4)cc3)nc2s1,106.0,-0.1
COc1ccc(Cl)cc1NC(=O)c1cc(C)nn1-c1ccccc1,109.0,1.3
CCC1=Nc2ccc(Br)cc2C(c2ccccc2)N1CC(=O)NN (stereo not given),102.0,0.3
c1ccc2c(c1)sc1ccccc12,100.0,0.1
COc1ccccc1-c1noc(-c2ccc(NC3CCCC3)c([N+](=O)[O-])c2)n1,105.0,-0.6
CCOC(=O)N1CCC(n2c(SCC(=O)N(C)Cc3ccccc3)nc3ccccc3c2=O)CC1,101.0,0
Cc1c(C(=O)Nc2ccccc2Br)oc2ccc(S(=O)(=O)N3CCCCC3)cc12,104.0,-0.8
Cc1cc(C)n(C(C)CNC(=O)c2ccccc2)n1 (stereo not given),104.0,1
Cc1ccc2nc(CSc3nnc(NC(=O)COc4ccccc4F)s3)cc(=O)n2c1,104.0,-0.5
CC(OC(=O)c1cccs1)C(=O)Nc1cccc(Cl)c1Cl (stereo not given),101.0,-0.2
C=CCc1cccc2cc(C(N)=O)c(=N)oc12,100.0,-0.2
O=C(OC(C(=O)NCc1ccc2c(c1)OCO2)c1ccccc1F)c1ccco1 (stereo not given),104.0,0.7
Clc1cccc(Nc2nnc(-c3ccccc3)c3ccccc23)c1,99.0&100.0,-0.9&0
CCOc1ccccc1C(=O)N(Cc1sccc1C)C1CCS(=O)(=O)C1 (stereo not given),114.0,-0.1
O=C(Nc1ccc2c(c1)CCC2)C1CCN(c2ccc(S(=O)(=O)N3CCCC3)cc2)CC1,105.0,0.7
CCN(Cc1ccccc1)C(=O)Cn1cc2c(n1)-c1c(oc(C(=O)N3CCCC3)c1C)CC2,97.0,-1.4
Cc1cc(C)c2c(n1)sc1c(=O)n(-c3ccccc3C(F)(F)F)nnc12,104.0,0
C=CC1CN2CCC1CC2[C@@H](OC(=O)c1ccc(OC)cc1)c1ccnc2ccccc12 (stereo not given in full),104.0,0.6
C=CCOc1ccc(C=C(C#N)C#N)cc1,98.0,-1.4
CCOC(=O)c1c(NC(=O)COc2ccc(Br)cc2)sc2c1CCCC2,100.0,-0.3
CCn1c(SCc2ccccc2)nnc1-c1ccncc1,103.0,0.6
NCCCNC(=O)c1ccc(/C=N\O)nc1,97.0,-1
CC1=C(C)C(=O)N(c2ccc(C(=O)O)cc2)C1=O,102.0,0.1
NCCN1CCN(Cc2ccccc2)CC1,98.0,-1.3
CC(CC(=O)N1CCN(c2ccccn2)CC1)n1ccnc1 (stereo not given),104.0,0.9
O=C(NC1CCCCC1)C1c2ccccc2C(=O)N1C1CCCC1 (stereo not given),105.0,1.6
O=S(=O)(c1ccc(-n2cnnn2)cc1)N1CCCC2CCCCC21 (stereo not given),103.0,0.4
CCn1c(O)c(C=NCCc2c[nH]c3ccccc23)c(=O)[nH]c1=O,101.0,0.1
CC1(C)Cc2ccccc2/C(=C/C(=O)N2CCCCCC2)N1,102.0,0.3
NCCN1C(=O)CSC1=O,101.0,-0.4
O=C(O)C1(c2ccc(O)cc2)CCCC1,100.0,-0.3
O=C1CC(c2ccccc2)=NN1,101.0,-0.4
Cn1c(=O)c2c(ncn2C/C=C/c2ccccc2)n(C)c1=O,101.0,-0.1
CCC(=O)Nc1nnc(C(C)(C)C)s1,102.0,0.2

Ordered by number of heavy atoms (smallest number first): some entries from above.
structure,Polio RdRp inh,Polio RdRp inh FP z-score
CCC(=O)Nc1nnc(C(C)(C)C)s1,102.0,0.2
NCCN1CCN(Cc2ccccc2)CC1,98.0,-1.3
CCn1c(O)c(C=NCCc2c[nH]c3ccccc23)c(=O)[nH]c1=O,101.0,0.1

(continued)
compound	Polio RdRp inh	Polio RdRp inh FP z-score
COc1ccccc1C(=O)Nc1nc2n(n1)C(c1ccc(F)cc1)C=C(c1ccc(Cl)cc1)N2 (stereo not given)	95.0	-2
O=C1CCN(S(=O)(=O)c2cccc(S(=O)(=O)c3ccc(Cl)cc3)c2)C2CCCCC12 (stereo not given)	109.0	0.7
Cc1ccc(N=Cc2ccc3ccccc3n2)cc1	105.0	0.5
COCC(=O)Nc1ccc(C(C)C)cc1	99.0	-0.2
S=C(Nc1ccc(Oc2ccccc2)cc1)NN1CCOCC1	103.0	1.1
CCOc1nc2cnccc2n(C(CC)C(=O)NC2CCCCC2)c1=O (stereo not given)	102.0	0.4
CC(Oc1cccc(Cl)c1)C(=O)N1CCCC1 (stereo not given)	106.0	0.4
COc1cccc(C(=O)n2nc(-c3cccnc3)nc2NCc2ccc(F)cc2)c1	99.0	-1.7
CCCSc1ncc(Cl)c(C(=O)N(Cc2ccc(N(C)C)cc2)C2CCS(=O)(=O)C2)n1 (stereo not given)	107.0	0
COC(=O)C(C)Sc1nnc(Cc2cc(=O)[nH]c(=O)[nH]2)n1-c1cccc(C)c1 (stereo not given)	102.0	0.3
NNC(=O)CN1C(c2ccc(Cl)cc2)=Nc2ccc(Cl)cc2C1c1ccccc1 (stereo not given)	103.0	0.3
CN1CCN(c2cnn(-c3ccccc3)c(=O)c2Br)CC1	100.0	-0.2
O=C(OCCOc1ccccc1)c1cc(=O)[nH]c2ccccc12	105.0	0.4
COCc1cc(C)nc(OCC(=O)N/N=C/c2cccnc2)c1C#N	104.0	0.5
CN1CCc2nc3sc(C(=O)NC(C)(C)C)c(N)c3cc2C1	100.0	-0.4
Nc1nonc1-c1nc2ccccc2n1CC(=O)N1CCCCC1	107.0	1.4
CC(=O)N1c2ccccc2C(=O)C1Sc1nc(C)cc(-c2ccccc2)n1 (stereo not given)	102.0	-0.4
CCCc1cc(=O)[nH]c(Nc2ccc(C)c(O)c2)n1	103.0	-1
O=C1CCCC2=C1C(c1ccc(Cl)cc1)c1c(ccc3ccccc13)N2 (stereo not given)	103.0	0.4
COc1cccc(CNC(=O)C(=O)Nc2ccc3nc4n(c(=O)c3c2)CCCCC4)c1	112.0	1

A section of the results above, as a working copy:
compound	Polio RdRp inh	Polio RdRp inh FP z-score
CC(Oc1cccc(Cl)c1)C(=O)N1CCCC1 (stereo not given)	106.0	0.4
COc1cccc(C(=O)n2nc(-c3cccnc3)nc2NCc2ccc(F)cc2)c1	99.0	-1.7
CCCSc1ncc(Cl)c(C(=O)N(Cc2ccc(N(C)C)cc2)C2CCS(=O)(=O)C2)n1 (stereo not given)	107.0	0
COC(=O)C(C)Sc1nnc(Cc2cc(=O)[nH]c(=O)[nH]2)n1-c1cccc(C)c1 (stereo not given)	102.0	0.3

(more compounds)
compound	Polio RdRp inh	Polio RdRp inh FP z-score
Cc1cc(Cl)ccc1NC(=O)COC(=O)c1cccs1	106.0	0.3
CCN=C1S/C(=C\c2cn(C(C)=O)nc2-c2ccccc2)C(=O)N1CC	104.0	0.2
CC(=O)OCC(=O)[C@@]12OC3(CCCC3)O[C@@H]1CC1C3CCC4=CC(=O)C=C[C@]4(C)[C@@]3(F)[C@@H](O)C[C@@]12C (stereo not given in full)	98.0	-0.1
CCOC(=O)c1c(NC(=O)c2ccc(S(=O)(=O)N(C)C)cc2)sc2c1CCN(C)C2	99.0	-1.7
C=Cc1ccc(Cn2c(C)c(CNCc3ccccc3C)c(C(=O)O)c2C)cc1	105.0	-0.4
Cc1cc2c(cc1C)NC(c1ccc(N(C)C)cc1)C1=C(CC(C)(C)CC1=O)N2 (stereo not given)	101.0	0.1
COc1ccc2c(c1)-c1c(ssc1=Nc1ccc(S(N)(=O)=O)cc1)C(C)(C)N2	103.0	0.7
CCOC(=O)C1CCN(c2ccccc2CN2CCN(c3ncc(C(F)(F)F)cc3Cl)CC2)CC1	105.0	1
O=c1occ(CO)c(O)c1CN1CCCCC1	100.0	-0.1
CCc1ccc(CNC(=O)Cn2nc(-c3ccc(C)cc3)ccc2=O)cc1	113.0	0.5
CCc1sc(Nc2cccc(Cl)c2C)nc1-c1cc2cccc(OC)c2oc1=O	104.0	-0.8
CC1CCCCN1CCNC(=O)Cn1ncc2c1-c1ccccc1OC2 (stereo not given)	106.0	1.5
COc1ccc(S(=O)(=O)N2CCN(c3ccccc3F)CC2)cc1-c1noc(C)n1	109.0	0.4
COC(=O)/C=C1\S/C(=N\c2ccccn2)N(c2ccc(Cl)cc2)C1=O	106.0	0.1
CCOc1ccc(/C=C/c2nc(C#N)c(N3CCN(c4ccccc4)CC3)o2)cc1	108.0	-0.1
O=C(Nc1ccc(Cl)cc1C(=O)Nc1cccc(Cl)c1)c1ccco1	100.0	-0.1
COc1cccc(N2CCN(C(=O)c3cc4c(Cl)nc5ccc(C)cc5c4s3)CC2)c1	102.0	0.2
CC1Cc2ccccc2N1C(=O)c1ccc(S(=O)(=O)N2CCCCC2)cc1 (stereo not given)	102.0	-0.3

Screening results (PubChem)

Not all compounds are listed; the hit share may differ from the screen's.
